# High-throughput results: PubChem, National Center for Advancing Translational Sciences (NCATS)
# PKM2 act: activators of human pyruvate kinase M2 | purified PKM2, Kinase-Glo ATP luminescence, activation; response scale: 0% is enzyme alone, no compound | Potency, µM (series often up to 57.5 µM), without a hit: at the top dose activation, most hits filed as activators | hit rate 0.34% among 260,000 | AID 1631; also: potency is read from the fitted curve at half-maximal effect; nearly all actives have a fitted effect of over 55% in size
# Target sequence (P14618 whole entry, looked up): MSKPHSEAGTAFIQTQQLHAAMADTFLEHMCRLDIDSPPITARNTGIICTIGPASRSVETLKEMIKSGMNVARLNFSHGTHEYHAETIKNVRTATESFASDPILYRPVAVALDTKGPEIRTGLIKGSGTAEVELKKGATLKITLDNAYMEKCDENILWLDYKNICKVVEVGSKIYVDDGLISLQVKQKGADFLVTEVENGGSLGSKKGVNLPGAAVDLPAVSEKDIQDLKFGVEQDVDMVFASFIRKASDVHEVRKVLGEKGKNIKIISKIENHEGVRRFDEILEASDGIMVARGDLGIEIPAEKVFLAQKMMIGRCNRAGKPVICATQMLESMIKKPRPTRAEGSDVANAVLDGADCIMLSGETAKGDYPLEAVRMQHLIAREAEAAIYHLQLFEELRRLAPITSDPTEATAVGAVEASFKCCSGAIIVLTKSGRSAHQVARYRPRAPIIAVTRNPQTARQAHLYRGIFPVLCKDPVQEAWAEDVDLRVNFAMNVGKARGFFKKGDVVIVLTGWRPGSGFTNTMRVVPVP
#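 hPK-M2, >95% pure; 0.1 mM ADP / 0.5 mM PEP final; imidazole pH7.2 buffer w/ 7 mM MgCl2, 50 mM KCl; 1 h RT; Kinase-Glo lum. Intermediate enzyme activity for dual inhibitor/activator qHTS.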
# Eya2 phos inh: blocks the phosphatase activity of human Eya2. O00167. recombinant Eya2, OMFP fluorescence dephosphorylation (OMFP is methylfluorescein phosphate). Potency, µM (highest dose often 76.9 µM), for the others: at the top dose activity, negative = inhibition, hits mostly inhibitors. hit rate 0.006% among 330,000; also: potency is read from the fitted curve at half-maximal effect
#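 Eya2 (0.2 uM) preincubated 10 min at ambient with compound, then OMFP substrate added at 50 uM; 10 min reaction in 50 mM HEPES pH 7.5, 50 mM NaCl, 5 uM MgCl2, 0.05% BSA, 1 mM DTT. Fluorescence read at Ex 485/Em 525 nm.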
# Coupling enz: counter-screen for Giardia aldolase inhibitors: coupling enzyme system; coupling enzyme system counterscreen, AmpLite Red fluorescence; activity change, negative = inhibition, % at 58.2 µM, hits read low; hit rate 0.67% among 290,000; AID 2472; in the data active = activity change below about -30%
#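 Fluorescence at 525 nm excitation and 598 nm emission measured inhibition of the coupled detection system without aldolase. Compounds (at 57.5 uM final) were preincubated 10 min at room temperature with coupling enzyme reagent before a 20 min substrate/AmpLite Red step.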
# uPA surface inh: blocks generation of uPA at the cell surface; cell surface uPA generation assay, qHTS; Potency, µM (top dose mostly 38.3 µM), for inactives: at the highest dose activity change, negative = inhibition, hits mostly inhibitors; hit rate 0.31% among 330,000; active = well fitted inhibition curve with a large enough effect; inconclusive = small, poorly fitted or top-dose-only effect; inactive = no such curve, though single readings can be large or run the other way; tested in mouse RAW 264.7 cells; also: potency is read from the fitted curve at half-maximal effect; nearly all actives have a fitted effect of over 55% in size
# hERG WT inh: blocks the wildtype human KCNH2 potassium channel | Q12809 | U2OS, BacMam KCNH2, thallium flux FluxOr; active compounds read low | hit rate 0.37% among 340,000 | AID 720551 | activity change, % at 1.84 µM;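 active = maximum activity change below -70%; inconclusive = maximum activity change between -70% and -50%; inactive = maximum activity change above -50%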
#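 U2OS cells were transduced with wild-type KCNH2 virus (2.03 x 10^8 / mL) for 4 h at room temperature, then cultured overnight at 37 C. Thallium flux was read with FluxOr dye. Rate constants were normalized to DMSO controls.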
# GALK inh: blocks human galactokinase activity | P51570 | Purified GALK, Kinase-Glo residual ATP luminescence | Potency, µM (titrated, usually from 57.5 µM), for inactives: at the top dose activity change, negative = inhibition, hits mostly inhibitors | hit rate 0.007% among 270,000 | AID 1868; also: potency is read from the fitted curve at half-maximal effect
# Target sequence (P51570 whole entry, looked up): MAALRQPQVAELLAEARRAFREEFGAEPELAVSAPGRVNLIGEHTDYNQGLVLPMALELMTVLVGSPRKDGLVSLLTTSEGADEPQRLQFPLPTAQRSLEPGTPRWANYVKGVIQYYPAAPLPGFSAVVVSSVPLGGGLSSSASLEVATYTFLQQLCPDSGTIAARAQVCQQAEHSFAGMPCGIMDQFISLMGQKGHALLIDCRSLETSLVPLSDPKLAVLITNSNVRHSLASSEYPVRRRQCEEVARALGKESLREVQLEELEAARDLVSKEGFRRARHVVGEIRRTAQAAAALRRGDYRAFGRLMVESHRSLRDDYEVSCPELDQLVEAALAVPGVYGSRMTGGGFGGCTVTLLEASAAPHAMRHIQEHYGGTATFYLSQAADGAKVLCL
#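 Luminescence from leftover ATP (Ultra-Glo luciferase/luciferin) served as read-out after a 1 h room-temperature reaction of 5 nM GALK with 35 uM ATP and 100 uM galactose.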
# Chronic BCR inh: blocks chronic active B-cell receptor signaling; hit rate 0.05% among 340,000; ABC-DLBCL IkBa-CBG/CBR reporter, luminescence ratio, 4 h; Potency, µM (titrated, usually from 46.1 µM), for the others: at the top dose ratio change, negative = lower green/red ratio, actives largely listed as inhibitors; AID 493014; active = well fitted inhibition curve with a large enough effect in the signal ratio, with a control signal flat, not every such curve was filed as active; inconclusive = small, poorly fitted or top-dose-only effect, or effect the other way, or a change in a side signal; the % refers to the signal ratio;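 also: potency is read from the fitted curve at half-maximal effect; plate controls were basal doxycycline-induced cells for no effect and cells given 10 µM MG132 for full effect; MG132 reads +100%, hits lower the ratio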
#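 Cell line TMD8 (human ABC DLBCL), stably expressing tet-inducible CBG68-IkBa fusion and CBR; IMDM/0.5% FBS; cpd up to 46 uM; dox induction, 4 h, 37C/5% CO2; dual luminescence; green/red ratio; MG132 control.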
# B2AR arrestin: agonists driving beta-arrestin recruitment to human beta2-adrenergic receptor | P07550 | beta-arrestin recruitment to beta2AR, cell-based reporter | Potency, µM (top dose mostly 46.1 µM), without a hit: at the highest dose activation, most hits filed as activators | hit rate 0.02% among 330,000 | AID 492947;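 also: potency is read from the fitted curve at half-maximal effect; 0% = DMSO controls and full agonism = EC100 isoproterenol or metaproterenol; nearly all actives have a fitted effect of over 65% in size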
# KCNH2 3.1 inh: blocks the human KCNH2 3.1 channel isoform; U2OS KCNH2 3.1, thallium flux FluxOr; active compounds read low; activity change, % (tested at about 1.8 µM); hit rate 0.95% among 340,000;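 active = maximum activity change below -70%; inconclusive = maximum activity change from -70% to -50%; inactive = maximum activity change above -50%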;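 also: thallium influx rate constant from kinetic fluorescence after stimulation buffer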
#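 Channel expression came from 3.1 mutant virus (1.77 x 10^8 /mL) applied to suspended U2OS cells for 4 h. Flux was tracked with FluxOr dye plus Red40 quencher, and kinetic rate constants normalized to controls.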
# USP2a inh: USP2a (human) protease inhibition. hit rate 0.01% among 330,000. Potency, µM (series often up to 38.3 µM), for inactives: at the top dose activity change, negative = inhibition, hits mostly inhibitors. O75604. USP2 core, Ub-CHOP2 coupled fluorogenic reporter, 485/531. AID 463254;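 also: potency is read from the fitted curve at half-maximal effect; plate controls were DMSO wells for no effect and full inhibition by NEM control for full effect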
#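 Cell-free coupled assay: 10nM USP2 core preincubated 30min RT with compound in Tris-HCl pH 8.0/CaCl2/CHAPS buffer, then 25nM Ub-CHOP2 and 25nM reporter substrate; fluorescence (Ex 485/Em 531) read after 60min RT, normalized to NEM inhibition, concentration-response curves fitted.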
# Giardia killer: Giardia lamblia killing | AID 540267 | Giardia lamblia trophozoite viability | hit rate 0.15% among 340,000 | activity change, % at 7.66 µM, hits read low; in the data active = activity change below about -80%; inconclusive = between about -30% and that limit;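 also: parasites exposed to compound for two days anaerobically before the ATP read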
#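 Giardia lamblia trophozoites (100 cells/well) were incubated with compounds for 48 h at 37 deg C under anaerobic conditions. Viability was read as ATP content by one-step luminescence after 15-30 min at room temperature.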
# The depositor's hits bear a star; u = inconclusive; x = no result given; & = joins results of further samples; [ ] = another dose, or the depositor's remark. Unless noted, calls follow the shape of the dose curve; as a rule, active = well fitted curve in the direction sought with a large enough effect; inconclusive = small, poorly fitted or top-dose-only effect, or another doubt; inactive = no such curve, though single readings can be large; an effect the other way counts as inactive or inconclusive. Unless noted, % is scaled to controls: 0 for no effect and ±100 for the full control effect. Rows were taken by chance; about 2.4% have a hit in one of these screens.
SMILES,PKM2 act,Eya2 phos inh,Coupling enz,uPA surface inh,hERG WT inh,GALK inh,Chronic BCR inh,B2AR arrestin,KCNH2 3.1 inh,USP2a inh,Giardia killer
CC(=C/c1ccco1)/C=N/NC(=O)c1ccncc1,24%,u,-22,-1%,1,-3%,u,-0.2%,-4,4%,12
CCOC(=O)C1CCN(C(=O)COC(=O)CSc2ccc([N+](=O)[O-])cc2)CC1,x,10%,x,12%,18,x,-5%,-1.3%,-4,3%,10
CC1(C)CC(=O)C/C(=N/NC(=O)COc2ccc3ccccc3c2Br)C1,6%,5%,x,-7%,9,1%,2%,0.1%,-2,0%,-9
Cc1csc(SCC(=O)Nc2ccc(S(=O)(=O)N3CCCC3)cc2)n1,20µM*,-6%,1,0%,19,-1%,0%,-1.1%,0,1%,9
CCCCN1C(=N)N([C@@H](CCC)CN2CCC[C@H]2CN2C(N)=NC[C@@H]2Cc2ccccc2)C[C@H]1Cc1ccccc1,x,16%,x,7%,5,x,1%,0.0%,3,2%,u
CC1(C)CC(=O)c2c(O)cc(OCC(=O)N3CCN(c4ccc(F)cc4)CC3)cc2O1,x,-1%,1,6%,-1,-1%,2%,-1.3%,6,0%,4
CCCC(=O)Nc1ccc2c(c1)nc(CN1CCN(C(=O)OCC)CC1)n2CC,x,u,1,3.5µM*,7,1%,u,0.4%,-19,2%,-9
CCOC(=O)c1ccc(Oc2nc(N(C)C)nc(N(C)C)n2)cc1,1%,-35%,4,-3%,6,0%,20%,-0.4%,16,2%,-1
Cc1c(/C(O)=C2\C(=O)C(=O)N(CCCN(C)C)C2c2ccncc2)cnn1-c1ccccc1 (configuration not stated),-4%,0%,2,x,x,4%,u,0.3%,x,0%,x
Fc1ccccc1/C=N/n1cnnc1,4%,-26%,3,x,7,-1%,u,-0.3%,4,3%,4
Cc1cc(C)cc(C(=O)Nc2nnc(SCC(=O)NCC3CCCO3)s2)c1 (configuration not stated),-1%,-9%,0,-2%,5,-6%,0%,-0.3%,-10,1%,-9
CC(Cc1ccsc1)NC(=O)CCc1nnc(CCc2ccccc2)o1 (configuration not stated),0%,13%,-1,1%,2,-1%,-7%,-0.5%,19,0%,-4
Cc1ccc(NC(=O)COC(=O)CN2C(=O)COc3ccccc32)cc1,-12%,2%,1,0%,-21,-3%,u,u,-16,3%,1
CCOC(=O)N1CCC(NCCNC(=O)c2cccc(F)c2)CC1,x,6%,x,9%,x,x,-16%,-0.3%,x,0%,9
Cc1ccc(Nc2nnc(SCC(=O)Nc3cccc(S(=O)(=O)NC4=NCCCCC4)c3)s2)c(C)c1,3%,-5%,-8,-4%,0,0%,-3%,-1.4%,0,1%,-4
COc1ccccc1-c1oc2ccccc2c1C#CC(C)(C)O,x,-3%,x,-5%,x,x,0%,-0.8%,x,-1%,-5
CC(C)(C)NS(=O)(=O)c1ccc(N2C(=O)c3ccccc3C2=O)cc1,-1%,-7%,2,2%,1,1%,u,-0.3%,-14,4%,-27
COc1ccc2nc(SCC(=O)O)nc(C)c2c1,-9%,-7%,0,0%,0,-2%,14%,-0.3%,-3,-8%,-6
Cc1cccc(C(=O)O[C@H]2[C@H](Cc3ccccc3)NS(=O)(=O)[C@H]3CC4C=C[C@]23O4)c1,x,2%,x,-11%,x,x,-2%,0.1%,x,0%,22
Cc1ccc(S(=O)(=O)CCC(=O)OC2CC(C)OC2=O)cc1 (configuration not stated),x,2%,x,-2%,-13,x,4%,-0.1%,13,-1%,-12
COc1ccccc1C(=O)Nc1ccnn1C1CCN(C(=O)c2cnsn2)CC1,-1%,17%,x,-1%,20,3%,0%,-0.5%,x,1%,-10
CC(=O)c1c(C)[nH]c(C(=O)OCC(=O)NCc2ccc3c(c2)OCO3)c1C,x,-14%,x,3%,6,x,-5%,-0.2%,7,0%,10
Cc1cc(C)n(-c2ccc(C(=O)OCC(=O)c3c(N)n(C)c(=O)n(C)c3=O)cc2)n1,-4%,4%,2,1%,-1,0%,2%,0.5%,-22,-1%,15
COC(=O)C1=C(C(=O)OC)[C@@H]2N(C)c3ccc(OC)cc3[C@@]23C[C@@H](C(=O)OC)N=C3N1,6%[11.5 µM],-3%,3&-1,9%,9,4%,-10%,0.4%,12,0%,-11
CCOC(=O)C1=C(COC(=O)c2ccc(OC)c(OC)c2OC)NC(=O)NC1C (configuration not stated),x,-3%,x,-6%,-7,x,u,-0.7%,-12,-1%,7
CN(CC(=O)Nc1ccc(F)cc1)C(=O)c1cccc(S(=O)(=O)N2CCN(c3ccc(F)cc3)CC2)c1,x,-10%,x,-8%,6,x,u,-0.4%,-20,-2%,-1
C=CCC(C)(NCc1ccccc1)c1ccc(C)cc1 (configuration not stated),0%,-4%,3,-14%,8,0%,u,0.2%,x,-2%,2
CCc1nnc(NC(=O)c2ccc(OC)c(S(=O)(=O)N3CCCC3)c2)s1,x,-3%,x,0%,33,x,7%,0.1%,16,-1%,10
Cc1ccc(Cl)cc1N1CCN(S(=O)(=O)c2cn(C)cn2)CC1,x,-7%,1,-1%,3,1%,u,0.3%,-6,-4%,17
CC(NC(=O)Cc1ccccc1)C(c1ccccc1)N1CCOCC1 (configuration not stated),3%,5%,0,-1%,-5,0%,6%,0.2%,-16,0%,-23
CCc1ccccc1NC(=O)c1cccs1,-1%,19%,1,4%,-14,1%,-1%,-0.6%,-30,3%,5
COC(=O)Cn1c(N2CCCC2)nc2c1c(=O)n(C)c(=O)n2C,4%,-2%,2,-2%,3,-2%,1%,-0.9%,7,0%,-8
Cc1cc(/C=C2\C(=N)N3N=C(CC(=O)N4CCOCC4)SC3=NC2=O)c(C)n1Cc1ccccc1,0%,6%,4,6%,-35,-3%,2%,-0.4%,-32,1%,5
CCN(CC(=O)Nc1ccccc1OC)CC(=O)Nc1c(Cl)ccc(C)c1Cl,-2%,-6%,1,4%,-14,-2%,-7%,0.1%,-2,0%,-10
COc1cccc(CNC(=O)C2CCN(S(=O)(=O)c3ccccc3)CC2)c1,25µM*,5%,4,-1%,-2,0%,6%,0.1%,-22,1%,8
O=C(NN1C(=O)NC2(CCCCC2)C1=O)c1cc2ccccc2o1,x,-14%,x,9%,8,x,2%,0.2%,-5,0%,-10
Cc1[nH]c2ccccc2c1/C=N/NC(=O)c1cccc(S(=O)(=O)Nc2cccc(C(F)(F)F)c2)c1,-2%,-4%,-20,-13%,-4,1%,u,-0.6%,7,-19%,38[activator]
COc1ccc(Br)cc1/C=N/N1CCN(Cc2ccccc2)CC1,3%,6%,0,3%,-5,-2%,13%,0.7%,0,10%,12
COc1ccccc1CNS(=O)(=O)c1csc(C(N)=O)c1,x,-2%,0,-6%,1,0%,-1%,0.1%,-26,4%,1
COC(=O)Cc1c(C)c2ccc(OCC(=O)NCc3ccc4c(c3)OCO4)cc2oc1=O,-1%,4%,-2,1%,6,-2%,9%,-0.3%,-5,-2%,6
O=C(Cn1c(=O)oc2ccccc21)Nc1nc(-c2ccccc2)cs1,1%,7%,1,-6%,0,1%,15%,0.4%,-25,0%,-2
O=C(NCc1ccc(F)cc1)C(C(=O)NCc1ccc(F)cc1)c1ncc(C(F)(F)F)cc1Cl,0%,0%,3,-7%,2,2%,2%,-0.2%,-4,1%,14
O=C(c1cc([N+](=O)[O-])ccc1Cl)N1CCN(Cc2ccccc2)CC1,-5%,12%,-1,0%,4,0%,2%,-0.8%,-2,0%,-10
COC(=O)C1C(=O)c2c([nH]c(C(=O)OCC3CCCO3)c2C)CC1C (configuration not stated),u,-11%,-1,13µM*,-7,-2%,17%,-0.3%,6,1%,-17
COCC(C)NCc1ccc(C)cc1C (configuration not stated),3%,-4%,3,x,22,0%,u,0.5%,17,1%,5
c1ccc(C2=Nn3c(nnc3-c3ccccn3)SC2)cc1,-1%,-1%[15.4 µM],3,-2%,0,3%,-18%,0.2%,1,3%,-11
CCOC(=O)CC(=O)CSc1nc2ccccc2c(=O)n1-c1ccc(C(=O)N2CCOCC2)cc1,0%,7%,0,0%,7,-2%,9%,-0.3%,2,5%,-3
COCCNC(=O)C(c1ccc(C)o1)N(C(=O)c1snc(C(N)=O)c1N)c1cc(C)cc(C)c1 (configuration not stated),-1%,15%,-4,10%,-15,0%,-5%,-1.1%,-13,4%,15
